# Pf growth 96h: P. falciparum growth inhibition at 96 hour, primary screen for plastid delayed-death inhibitors; P. falciparum luciferase reporter growth, 96 h; Potency, µM (doses to about 28.7 µM), inactives show top-dose activity change, negative = inhibition, most hits filed as inhibitors; 6.9% of 320,000 active
#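 P. falciparum expressing integrated firefly luciferase, in erythrocytes at 2% hematocrit, 0.05% parasitemia, incubated with compounds 96 h at 37 C, 5% CO2. Growth inhibition read as loss of luminescence; two-generation exposure targets delayed-death apicoplast inhibitors.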
# LmPK inh: blocks Leishmania mexicana pyruvate kinase activity | purified LmPK, Kinase-Glo ATP luminescence, 1 h | Q27686 | AID 1721 | Potency, µM (series often up to 57.5 µM), without a hit: top-dose activity change, negative = inhibition, most hits filed as inhibitors | 0.37% of 290,000 active
# Target sequence (Q27686 whole entry, looked up): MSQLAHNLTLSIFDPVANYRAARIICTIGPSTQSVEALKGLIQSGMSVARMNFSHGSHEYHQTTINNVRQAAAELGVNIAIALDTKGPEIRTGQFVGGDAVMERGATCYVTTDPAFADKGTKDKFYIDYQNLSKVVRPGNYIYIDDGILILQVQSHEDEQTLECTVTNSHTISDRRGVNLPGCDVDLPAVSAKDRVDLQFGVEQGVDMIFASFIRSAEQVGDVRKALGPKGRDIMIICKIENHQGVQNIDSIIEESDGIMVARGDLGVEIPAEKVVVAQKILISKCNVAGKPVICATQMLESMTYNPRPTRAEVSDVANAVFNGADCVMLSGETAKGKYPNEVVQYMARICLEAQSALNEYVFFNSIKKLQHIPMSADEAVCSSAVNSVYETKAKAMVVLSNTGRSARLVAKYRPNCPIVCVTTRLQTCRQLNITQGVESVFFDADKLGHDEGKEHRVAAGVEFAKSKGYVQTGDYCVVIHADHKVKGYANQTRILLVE
#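 Purified LmPK (0.1 nM) with 0.5 mM PEP and 0.1 mM ADP in imidazole buffer pH 7.2 with MgCl2/KCl, 1 h at room temperature. ATP formed was read by luciferase luminescence and normalized to no-enzyme and uninhibited controls.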
# Tb PYK inh: inhibitors of Trypanosoma brucei pyruvate kinase | AID 624173 | Potency, µM (top dose mostly 76.8 µM), for inactives: top-dose activity, negative = inhibition, hits mostly inhibitors | TbPYK enzyme, Kinase-Glo Plus ATP luminescence, 45 min | 0.12% of 410,000 active; also: nearly all actives have a fitted effect of over 50% in size
#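 Activity of T. brucei pyruvate kinase was followed by Kinase-Glo Plus luminescence after the enzyme reacted 45 min at room temperature with 130 uM ADP (final) and substrate. Test compounds were added before ADP at multiple concentrations.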
# Sm TGR block: blocks Schistosoma mansoni thioredoxin glutathione reductase; AID 485364; Q962Y6; 3% of 360,000 active; purified TGR, DTNB reduction, TNB absorbance 405 nm; Potency, µM (top dose mostly 114 µM), for inactives: top-dose activity change, negative = inhibition, most hits filed as inhibitors; also: nearly all actives have a fitted effect of over 60% in size
#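 First, TGR (20 nM dispensed) and NADPH were mixed with compound. Second, a 15 min room-temperature incubation followed. Third, further NADPH and then DTNB were added to start the reaction. Finally, TNB absorbance was monitored kinetically.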
# Pf growth 48h: inhibits P. falciparum growth in the first generation, 48 h; P. falciparum luciferase growth in erythrocytes, 48 h; Potency, µM (top dose mostly 28.7 µM), for the others: top-dose activity change, negative = inhibition, most hits filed as inhibitors; 5.9% of 310,000 active; AID 504832
#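 Luciferase-expressing parasites in RBCs, 2% Hct / 0.1% parasitemia final; RPMI 1640 + 0.5% Albumax; 37 C, 5% CO2, one generation; luminescence read-out, lower signal = inhibition.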
# HCV inh: blocks hepatitis C virus; Potency, µM (top dose mostly 41.8 µM), without a hit: at the highest dose activity change, negative = inhibition, actives largely listed as inhibitors; 3.4% of 340,000 active; Huh7.5.1 HCVcc-Cre infection, luciferase reporter, 44 h
#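 Reporter virus HCVcc-Cre (~0.5 moi) infects cells exposed to compound; seeding density 1,000 cells/well with 4 h settling beforehand. Luminescence, 15 sec read, taken 44 h post-infection following a 15 min RT substrate incubation.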
# * hit, by the source's call; ? = inconclusive; nt = not tested or not shown; [ ] = another dose, or the depositor's remark. Calls follow the shape of the dose curve; as a rule, active = well fitted curve in the direction sought with a large enough effect; inconclusive = small, poorly fitted or top-dose-only effect, or another doubt; inactive = no such curve, though single readings can be large; an effect the other way counts as inactive or inconclusive. % is scaled to controls: 0 for no effect and ±100 for the full control effect; potency is read from the fitted curve at half-maximal effect.
no. | SMILES | Pf growth 96h | LmPK inh | Tb PYK inh
1 | C=CCOC(=O)C1=C(C)NC(SC)=C(C#N)C1c1cccs1 (centres undefined) | ? | 1.0% | 1.6%
2 | COc1ccc2c(c1)CCc1c(C(=O)NCCc3ccc(OC)c(OC)c3)noc1-2 | 15.7% | -2.0% | -5.3%
3 | O=C(O)C1CCCN1C(=O)c1cccs1 (centres undefined) | -11.6% | -2.1% | 0.9%
4 | O=C(COC(=O)c1ccc(Br)cc1)NCc1ccc(F)cc1 | 14.0% | 4.4% | -15.1%
5 | CCOCCCNC(=O)c1cn(CC)c2ccc(S(=O)(=O)N3CCCC3)cc2c1=O | -19.4% | -0.1% | -17.1%
6 | CC(C)c1ccc(NC(=O)C2C3C=CC4(O3)C2C(=O)N(CCN2CCOCC2)C4C(=O)NC2CCCCC2)cc1 (centres undefined) | ? | -0.3% | -2.5%
7 | CCC(C)n1c(SCC(=O)NCCc2ccc(S(N)(=O)=O)cc2)nc2ccsc2c1=O (centres undefined) | ? | 3.1% | -3.2%
8 | CCNC(=O)NCCNC(=O)c1cc(OCC(F)(F)F)ccc1OCC(F)(F)F | 207.1%[activator] | 2.6% | -2.7%
9 | COc1cccc(N2CC(C(=O)Nc3nnc(SCC(=O)NCC4CCCO4)s3)CC2=O)c1 (centres undefined) | -26.1% | -4.6% | -11.0%
10 | O=C(Nc1ccccc1OC(=O)N1CCCCC1)N1CCCCC1 | 39.2%[activator] | -1.0% | 5.6%

no. | Sm TGR block | Pf growth 48h | HCV inh
1 | 0.3% | ? | -10.0%
2 | -4.2% | 10.8% | ?
3 | -2.8% | -6.5% | 1.6%
4 | 2.0% | 7.9% | 17.5%
5 | 2.1% | -1.5% | 8.4%
6 | -1.7% | -16.4% | 8.0%
7 | 7.2% | 3.7% | 6.3%
8 | -0.5% | 2.94µM* | -10.1%
9 | -0.8% | -3.4% | 8.7%
10 | -6.8% | 22.7% | 5.0%

# Profiles as entered above. Values in the order: Pf growth 96h | LmPK inh | Tb PYK inh | Sm TGR block | Pf growth 48h | HCV inh
# CC(C)c1ccc(NC(=O)C2C3C=CC4(O3)C2C(=O)N(CCN2CCOCC2)C4C(=O)NC2CCCCC2)cc1 (centres undefined) in the list: ? | -0.3% | -2.5% | -1.7% | -16.4% | 8.0%
# O=C(COC(=O)c1ccc(Br)cc1)NCc1ccc(F)cc1 in the list: 14.0% | 4.4% | -15.1% | 2.0% | 7.9% | 17.5%
# CCNC(=O)NCCNC(=O)c1cc(OCC(F)(F)F)ccc1OCC(F)(F)F in the list: 207.1%[activator] | 2.6% | -2.7% | -0.5% | 2.94µM* | -10.1%
# C=CCOC(=O)C1=C(C)NC(SC)=C(C#N)C1c1cccs1 (centres undefined) in the list: ? | 1.0% | 1.6% | 0.3% | ? | -10.0%
# CCOCCCNC(=O)c1cn(CC)c2ccc(S(=O)(=O)N3CCCC3)cc2c1=O in the list: -19.4% | -0.1% | -17.1% | 2.1% | -1.5% | 8.4%

# Next section
no. | SMILES | Pf growth 96h | LmPK inh | Tb PYK inh
11 | CC1CC(C)CN(C(=O)CCn2c(=O)oc3ccccc32)C1 (centres undefined) | 14.9% | 1.4% | 2.0%
12 | CCSc1nnc(NC(=O)C2CCN(S(=O)(=O)c3ccccc3C(F)(F)F)CC2)s1 | ? | 4.8% | -1.4%
13 | O=C(CNC(=O)C1COc2ccccc2O1)N/N=C\c1cccc(O)c1 (centres undefined) | ? | 4.0% | -6.7%
14 | Cc1nonc1-c1ccc2c(c1)OCO2 | 2.2% | -0.6% | -3.7%
15 | O=C(NCCC1CCCCN1S(=O)(=O)c1cccs1)C(=O)Nc1ccccc1F (centres undefined) | -5.0% | nt | 8.1%
16 | COc1ccc(C(CC(=O)NCc2ccco2)c2ccc(F)cc2)cc1 (centres undefined) | ? | 0.2% | nt
17 | COc1ccc(C(=O)Nc2cccc(-c3ccc(N4CCOCC4)nn3)c2)cc1 | ? | nt | -7.3%
18 | COc1ccc(CNC(=O)c2nccnc2CO)cc1 | 8.28µM* | -1.3% | -1.1%
19 | CCN(CCCNC(=O)C1CCN(S(=O)(=O)N2CCOCC2)CC1)c1cccc(C)c1 | ? | 6.8% | -8.0%
20 | CCOC(=O)c1c(/C=N/Nc2ccccc2)c2sc(C)cc2n1C | ? | nt | nt

no. | Sm TGR block | Pf growth 48h | HCV inh
11 | -4.2% | 17.8% | 4.5%
12 | -0.6% | ? | 0.7%
13 | -10.3% | 10.4% | -2.4%
14 | 0.6% | 2.1% | 12.8%
15 | 0.9% | 3.0% | 8.91µM*
16 | -8.5% | ? | -7.2%
17 | -1.0% | -22.1% | ?
18 | -21.0% | 19.1% | 6.3%
19 | ? | ? | 13.2%
20 | 22.4µM* | 9.28µM* | nt

no. | SMILES | Pf growth 96h | LmPK inh | Tb PYK inh
21 | O=C(COc1ncnc2c1cnn2-c1ccccc1)Nc1ccc(S(=O)(=O)N2CCCCC2)cc1 | -29.8% | -0.3% | -6.1%
22 | CN1CCN(c2ncnc3nc[nH]c23)CC1 | 46.4%[activator] | -0.8% | -1.3%
23 | O=C1/C(=C\c2ccc(O)c(O)c2)SC(=S)N1Cc1ccccc1 | 32.5%[activator] | -3.7% | -18.7%
24 | Cc1cc(=O)oc2c(C)c(OCC(=O)Nc3cccnc3)ccc12 | -23.8% | 2.5% | -1.8%
25 | CCn1cc(/C=C/C(=O)c2ccc(O)cc2)c(C)n1 | 140.5%[activator] | -20.1% | -5.3%
26 | COc1ccc(-n2nc(C(=O)NCC(=O)N3CCN(c4cccc(Cl)c4)CC3)c3ccccc3c2=O)c(OC)c1 | 8.5% | 5.8% | 0.2%
27 | Cc1cc(C)c(C#N)c(SCC(=O)Nc2ccccc2)n1 | ? | 0.1% | 2.3%
28 | Cc1ccc(CNC(=O)c2cc3c(=O)n4ccccc4nc3n(Cc3ccco3)c2=N)cc1 | nt | 1.5% | 0.2%
29 | COc1ccccc1NC(=O)c1nn(-c2ccc(F)c(F)c2)ccc1=O | 3.8% | 3.5% | -4.7%
30 | COc1ccc(/C=C/C(=O)NC(=S)NN2CCCCC2c2cccnc2)cc1OC (centres undefined) | ? | -5.0% | -9.5%

no. | Sm TGR block | Pf growth 48h | HCV inh
21 | 1.0% | -12.0% | ?
22 | 0.0% | 19.7% | 4.3%
23 | -27.2% | 13.1µM* | ?
24 | 2.2% | ? | -15.7%
25 | 0.0% | 38.4%[activator] | 9.1%
26 | 12.3% | ? | -25.0%
27 | nt | 136.5%[activator] | -8.0%
28 | -32.7% | ? | ?
29 | 0.3% | 30.8%[activator] | 17.7%
30 | 1.5% | -25.7% | -13.3%

no. | SMILES | Pf growth 96h | LmPK inh | Tb PYK inh
31 | CCC(C)(C)C1CCC(NC(=O)c2ccc(S(=O)(=O)N3CCOCC3)cc2)CC1 (centres undefined) | 14.7µM* | nt | 0.3%
32 | CN(C)S(=O)(=O)c1cccc(NC(=O)COC(=O)c2ccc([N+](=O)[O-])o2)c1 | 5.7% | 3.2% | 0.3%
33 | CSc1ccccc1C(=O)NCCSc1ccccc1 | nt | -2.2% | -8.5%
34 | COc1ccc2c(c1OC)C(=O)N1c3ccccc3C(=O)N(c3ccccc3F)C21 (centres undefined) | 11.7µM* | 2.9% | -19.9%
35 | CCOC(=O)c1sc(NC(=O)c2cc3c(s2)CCC(C)C3)nc1C (centres undefined) | 143.2%[activator] | -0.2% | 3.2%
36 | COc1ccc(CC(=O)NNS(=O)(=O)c2ccc(F)cc2)cc1 | -10.4% | 0.3% | 3.3%
37 | Nc1c(-c2ccccc2)sc2ccc3ccccc3[n+]12 | ? | -10.4% | -14.4%
38 | Nc1ccc(Br)cc1-c1nc2ccccc2[nH]c1=O | 1.5% | 5.1% | -0.5%
39 | COc1cc(/C=C/C(=O)OCC(=O)NC(=O)NC23CC4CC(CC(C4)C2)C3)ccc1OCC#N | ? | 2.0% | -6.1%
40 | Cc1ccc(/C=C2/C(=N)N3N=C(CC(=O)N4CCCC4)SC3=NC2=O)o1 | ? | -1.9% | 2.0%

no. | Sm TGR block | Pf growth 48h | HCV inh
31 | 3.0% | 10.4µM* | ?
32 | 31.6µM* | 1.8% | 27.3%
33 | 21.8% | 19.1% | -0.6%
34 | -10.1% | 10.4µM* | ?
35 | 0.0% | nt | ?
36 | 40.3%[activator] | 18.2% | -9.5%
37 | 5.3% | 7.2% | -7.1%
38 | -3.0% | 31.8%[activator] | -13.5%
39 | -1.6% | 14.7µM* | ?
40 | ? | 0.9% | 16.7%

# Shown tab-delimited: part of the list above.
no.	smiles	Pf growth 96h	LmPK inh	Tb PYK inh	Sm TGR block	Pf growth 48h	HCV inh
36	COc1ccc(CC(=O)NNS(=O)(=O)c2ccc(F)cc2)cc1	-10.4%	0.3%	3.3%	40.3%[activator]	18.2%	-9.5%
37	Nc1c(-c2ccccc2)sc2ccc3ccccc3[n+]12	?	-10.4%	-14.4%	5.3%	7.2%	-7.1%

# Additional results:
no. | SMILES | Pf growth 96h | LmPK inh | Tb PYK inh
41 | CCc1nc2ccccc2c(=O)n1NC(=O)c1c(O)c2ccccc2[nH]c1=O | 34.4%[activator] | 0.1% | 6.7%
42 | COc1ccc(CCNC(=O)CC(C)(C)CC2=NS(=O)(=O)c3ccccc3N2)cc1OC | ? | 3.8% | 0.4%
43 | COc1ccc([C@H]2C=C3CN(C(=O)OC(C)(C)C)S(=O)(=O)[C@H]3C[C@H]2OC(=O)c2ccc(C(F)(F)F)cc2)cc1 | ? | 9.9% | -5.4%
44 | CCC(C)NC(=O)C1CC(=O)N(CCc2ccc(F)cc2)C1 (centres undefined) | 75.7%[activator] | 1.7% | -9.1%
45 | CCCC1CC(C)(C(=O)CSc2n[nH]c(-c3ccccc3)n2)OC1=O (centres undefined) | nt | 0.1% | -19.9%
46 | O=c1[nH]c(CCl)nc2cc(-c3ccc(F)cc3)sc12 | ? | -14.7% | -18.2%
47 | CCc1ccc2c(CC(=O)Nc3nnc(C4CC4)s3)coc2c1 | 0.0% | 2.9% | -1.4%
48 | CC(=O)C1=C(C)OC(N)=C(C#N)C1c1cc([N+](=O)[O-])ccc1Cl (centres undefined) | -3.1% | 0.5% | -7.4%
49 | O=C(Nc1ccc(F)cc1)C(c1ccccc1)N1CCN(S(=O)(=O)c2ccccc2)CC1 (centres undefined) | ? | 1.6% | 5.4%
50 | COc1cc(NC(=O)c2ccnnc2)cc(C(=O)Nc2cccc(C(F)(F)F)c2)c1 | 4.15µM* | -5.6% | -2.6%
51 | O=C1CNC(=O)/C1=C/c1ccc(Br)cc1 | 75.8%[activator] | 1.6% | 0.5%

no. | Sm TGR block | Pf growth 48h | HCV inh
41 | 3.8% | ? | 20.4%
42 | -24.6% | ? | 1.2%
43 | 6.4% | ? | 14.8%
44 | -3.1% | 7.6% | 30.2%[activator]
45 | 2.5% | 11.5% | 7.7%
46 | 11.2µM* | ? | ?
47 | 3.3% | -5.1% | 0.9%
48 | 22.4µM* | -29.0% | 3.5%
49 | -2.3% | -11.8% | ?
50 | -2.9% | 9.28µM* | ?
51 | 5.4% | -7.9% | 13.2%

# Screening results from PubChem BioAssay.
